Screening results: PubChem, several laboratories
Hsp70 activator = Hsp70 transcriptional activation, primary screen | HeLa Hsp70 promoter luciferase reporter, luminescence; scaled: vehicle 0, proteasome-inhibitor control 100% | activation, % at 10 µM | actives 0.04% (n = 200,000);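 active = activation above the mean across all tested compounds plus 3 SD, cutoff set per campaign, cut at about 5.5% in these data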;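 also: 100% = MG132 at 30 µM as the positive control and 0% = DMSO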
S1P3 antag = antagonists of human S1P3 receptor | AID 485 | actives 0.27% (n = 170,000) | Q99500 | CHO S1P3 NFAT-BLA reporter, FRET fluorescence, antagonist mode | inhibition, % at 4.98 µM;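 active = inhibition above the plate cutoff, the mean inhibition of test wells on that plate plus 3 SD, cut at about 28% in these data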;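 also: cells challenged with S1P at its EC80 of 0.8 µM; blue over green emission ratio from cleaved BLA substrate after 4 h stimulation; 0% = S1P-stimulated wells and 100% = unstimulated DMSO-only wells; some compounds past the cut are filed as inactive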
L major viab = reduces viability of Leishmania major promastigotes | inhibition, % at 10 µM | actives 9% (n = 200,000) | resazurin fluorescence viability; in the data active = inhibition above about 50%;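 also: promastigotes grown with compound for 44 hours at 28 °C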
DTT redox prof = compounds producing H2O2 with reducing agent – biochemical, NIH compound library profiling, artefact control for MLSCN library redox annotation, primary screen; AID 878; activation, % at 10 µM; actives 0.03% (n = 200,000); DTT-dependent redox cycling H2O2, phenol red/HRP absorbance; 100% = 100 µM peroxide control, 0% = buffer;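 active = activation of at least 50% relative to the plate's high and low controls in the primary single-dose screen; inactive = activation below 50%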;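 also: compound incubated with DTT at 0.8 mM final as the reducing agent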
PMI act satM6P = activators of human phosphomannose isomerase at near-saturating mannose 6-phosphate; AID 1216; P34949; activation factor at 20 µM; actives 0.34% (n = 190,000); coupled PMI enzyme assay, resazurin fluorescence, 20 min; active compounds read high; 1 = untreated enzyme, 0 = substrate-free blank;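 active = activation factor of 2 or more at 20 µM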
Target sequence (P34949 whole entry, looked up): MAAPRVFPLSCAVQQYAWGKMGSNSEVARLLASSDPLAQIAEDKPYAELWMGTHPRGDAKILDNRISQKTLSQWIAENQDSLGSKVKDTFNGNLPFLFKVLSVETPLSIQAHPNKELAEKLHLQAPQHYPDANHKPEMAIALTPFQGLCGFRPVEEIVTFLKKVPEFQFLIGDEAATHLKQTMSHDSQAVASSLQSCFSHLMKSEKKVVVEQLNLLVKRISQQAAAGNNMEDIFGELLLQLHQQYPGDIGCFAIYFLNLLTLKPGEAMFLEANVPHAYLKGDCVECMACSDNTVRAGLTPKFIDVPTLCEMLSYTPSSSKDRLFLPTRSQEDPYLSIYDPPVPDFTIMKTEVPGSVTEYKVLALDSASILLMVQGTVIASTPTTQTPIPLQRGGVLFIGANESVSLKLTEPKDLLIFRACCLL
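test system = human PMI in coupled enzyme assay | medium = HEPES-buffered pH 7.4 with magnesium and detergent | also added = 1.0 mM mannose-6-phosphate substrate with 0.22 mM NADP+ | compound = 20 µM single dose | times = 20 min incubation at room temperature | measured by = resorufin fluorescence (Ex 544/Em 590 nm) from resazurin via diaphorase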
RAM network inh = blocks the yeast RAM network. AID 868. actives 1.8% (n = 190,000). S. cerevisiae dse1pr::URA3 reporter, 5-FOA growth OD615, 2 d; analog-sensitive cbk1-as2 kinase mutant strain. inhibition, % at 50 µM;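 active = inhibition above a set limit, 3 SD over mean compound inhibition, cut at about 8.4% in these data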;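 also: 0% = DMSO-only wells with no growth and 100% = 10 µM 1-NA-PP1 full growth; inhibition rescues growth on 5-FOA so higher OD means more RAM inhibition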
TNAP inh hiacc = TNAP (human) inhibition, high acceptor; purified TNAP, CDP-star luminescence, 1 M DEA; inhibition, % at 20 µM; actives 0.03% (n = 200,000);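 active = over 50% inhibition of tissue-nonspecific alkaline phosphatase at 20 µM in the single-dose screen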;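 also: plate controls were DMSO wells for no effect and EDTA-quenched wells as full inhibition for full effect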
Target sequence (P05186 whole entry, looked up): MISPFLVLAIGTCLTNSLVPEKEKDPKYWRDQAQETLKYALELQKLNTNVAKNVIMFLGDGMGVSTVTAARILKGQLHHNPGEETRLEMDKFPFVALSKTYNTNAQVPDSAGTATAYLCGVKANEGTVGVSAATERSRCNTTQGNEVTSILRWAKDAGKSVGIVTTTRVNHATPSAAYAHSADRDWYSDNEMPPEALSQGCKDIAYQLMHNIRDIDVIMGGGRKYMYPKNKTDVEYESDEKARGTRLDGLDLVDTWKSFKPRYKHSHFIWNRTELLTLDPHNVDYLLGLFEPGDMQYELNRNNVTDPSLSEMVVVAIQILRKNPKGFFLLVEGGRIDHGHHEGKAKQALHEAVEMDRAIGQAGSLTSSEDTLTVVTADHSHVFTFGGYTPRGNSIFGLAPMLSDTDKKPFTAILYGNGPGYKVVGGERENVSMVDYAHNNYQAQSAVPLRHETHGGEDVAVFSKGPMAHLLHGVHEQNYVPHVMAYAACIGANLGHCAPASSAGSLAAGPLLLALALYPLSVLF
PMI activator = phosphomannose isomerase (human) activation; purified human PMI, coupled resazurin fluorescence, 20 min; active compounds read high; 1 = vehicle control, 0 substrate-free wells; activation factor at 20 µM; actives 0.005% (n = 190,000); AID 1214;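 active = activation factor of 2 or more at 20 µM, relative to plate controls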
HMGR II inh = inhibitors of class II HMG-CoA reductase from Enterococcus faecalis | actives 0.41% (n = 190,000) | purified E. faecalis HMGR, NADPH absorbance 340 nm kinetic | inhibition, % at 10 µM | AID 1066;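 active = inhibition above a set limit, the median over all tested compounds plus 3 SD, cut at about 9.5% in these data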;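 also: enzyme runs in reverse so mevalonate oxidation gives rising NADPH absorbance; 0% = complete reaction with DMSO and 100% = background rate lacking mevalonate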
TNAP inh no acc = inhibitors of human TNAP without phosphate acceptor. P05186. purified TNAP, CDP-star luminescence, 30 min. inhibition, % at 20 µM. actives 0.26% (n = 200,000). AID 1012;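 active = tissue-nonspecific alkaline phosphatase inhibition above about 50% at 20 µM in the single-dose screen, limit read from the data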;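 also: 0% = DMSO negative control and 100% = EDTA positive control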
* = called active by the depositor; / = no result given.

SMILES	Hsp70 activator	S1P3 antag	L major viab	DTT redox prof	PMI act satM6P	RAM network inh	TNAP inh hiacc	PMI activator	HMGR II inh	TNAP inh no acc
Cc1cc2cc(CNC(=O)c3ccc(S(=O)(=O)N4CCCCC4)cc3)ccc2n1C	-0.2	-40	-7	-2.1	0.9	1.5	-4	1	-6	-19
COc1cc(-c2nc(-c3ccncc3)no2)cc(OC)c1OC	-0.1	15	10	-0.2	1	1.8	-4	0.9	-7	-10
COc1cc(/C=C/C(=O)Nc2nc3ccc(S(=O)(=O)NC(C)C)cc3s2)cc(OC)c1OC	-0.4	-2	22	-0.6	1	3.0	-7	0.9	1	-10
O=C(NCCCO)NC(=S)c1cccc2ccccc12	0.3	-25	4	-0.1	1.1	0.6	-3	1.1	1	-2
O=C(O)CCCNS(=O)(=O)c1cccs1	0.2	-16	-7	-0.7	1.1	-0.3	-7	1.1	0	-21
CCOC(=O)c1cnn(CCOC(=O)c2cccs2)c1NC(=O)c1cccs1	0.1	-24	-3	-0.8	1	1.5	-3	1	-1	-10
O=C(CCn1nc(-c2ccc(Cl)cc2)ccc1=O)N1CCN(c2ccccn2)CC1	0.1	/	21	0.0	1	-0.4	-7	0.9	-3	-14
CC1=CCC[C@@H]2[C@@](C)(CC/C(C)=C/C(=O)O)[C@H](C)CC[C@@]12C	-0.1	-6	-7	0.4	0.9	7.5	-3	0.9	5	-14
O=C(/C=C/c1ccco1)Nc1ccc2nc3n(c(=O)c2c1)CCCC3	-0.1	-7	5	-0.7	1	0.3	-3	1.1	-3	2
Fc1ccccc1CSc1ncn[nH]1	-0.2	/	-1	0.9	1.1	-0.4	-2	1	-5	7
Cc1nc2ccc(NC(=O)c3ccc(S(=O)(=O)N(C)C)cc3)cc2s1	-0.3	-15	1	-0.6	0.6	1.6	0	1.1	-4	-9
CCCC1=C(C(=O)OCC)C(c2c(C)nn(-c3ccccc3)c2Cl)C(C#N)=C(N)O1 (stereo unspecified)	0.0	/	8	0.4	1.3	1.5	-1	1.1	-8	7
CC1(c2ccc([N+](=O)[O-])c(CS(=O)(=O)c3ccccc3)c2)OCCO1	0.4	-3	-4	0.0	1	-0.8	-2	1.1	-2	-12
COc1c(Cl)cc(Cl)cc1C(=O)Nc1ccc(C(=O)O)cc1	-0.4	-11	-1	-0.3	1.1	5.2	-2	1.1	0	-8
CCOC(=O)c1ccc(N2C(=O)C3C(C2=O)C(C(=O)c2ccc(Cl)cc2)N2CCCC32)cc1 (stereo unspecified)	-0.1	-31	-10	1.0	1.9	0.7	-2	1.5	-3	-3
Cn1cccc1C(=O)C(=O)Nc1ccc(F)c(F)c1	-0.2	6	-3	-0.1	1.1	1.0	-2	1.1	-4	-11
CCOC(=O)N1CCN(C(=O)c2nc3ccccc3s2)CC1	-0.1	-12	-5	0.9	0.8	1.4	-1	0.8	1	-10
CCC(C)(C(=O)NC1CCCC1)N(C(=O)c1cnccn1)c1c(C)n(C)n(-c2ccccc2)c1=O (stereo unspecified)	-0.2	-43	0	2.5	1	0.5	-2	1	-4	-11
Cc1cc(C)n(Cc2ccccc2)c(=O)c1S(=O)(=O)c1ccccc1	0.3	/	-1	-1.4	1	2.0	0	1	1	-5
CSc1ccc(CN(C)C(C)C(=O)Nc2ccc(F)c(F)c2F)cc1 (stereo unspecified)	-0.1	-4	-1	-0.2	0.9	2.0	-2	0.9	0	-2
O=C1NC(c2ccccc2)=C(c2ccc3ccccc3n2)C(c2ccccc2)N1 (stereo unspecified)	0.0	2	85*	0.4	0.9	1.6	-3	0.8	1	-6
CCN(CC)S(=O)(=O)c1ccc2[nH]c(=O)cc(C(=O)Nc3cccc(C(C)=O)c3)c2c1	-0.4	-19	-3	-1.6	1	1.5	0	0.9	-1	-9
Cc1ccc(NC(=S)c2ccccc2)cc1	0.1	14	35	-0.2	1	0.8	2	0.9	-3	-2
COc1ccc(Cc2nc3ccccc3n2C)cc1	-0.1	7	21	-0.3	1.2	-0.7	-2	1.2	-2	-12
O=S(=O)(c1cccc2nsnc12)N1CCN(C/C=C/c2ccccc2)CC1	-0.3	/	81*	0.6	1	2.1	-5	1.1	-3	5
SMILES	Hsp70 activator	S1P3 antag	L major viab	DTT redox prof	PMI act satM6P	RAM network inh	TNAP inh hiacc	PMI activator	HMGR II inh	TNAP inh no acc
CCOc1cc2[nH]c(=S)n(CCCN(CC)CC)c(=O)c2cc1OCC	-0.3	/	2	-3.9	0.8	1.0	1	0.9	-8	1
Clc1cc(Br)ccc1OCCOCCN1CCOCC1	0.3	9	96*	0.2	1	1.2	-5	1	-6	-8
CCOC(=O)C1(Cc2ccc(Cl)cc2)CCN(CCCn2cccn2)CC1	-0.2	-9	85*	0.0	1	-0.7	-2	1	-1	-6
O=C(CSc1nnnn1C1CCCCC1)Nc1ccc(F)cc1	0.1	-20	-4	0.6	1	3.9	-4	1	2	-11
CN(C)S(=O)(=O)c1cccc(NC(=O)CSc2nc3c(cc2C#N)C(=O)CC(C)(C)C3)c1	-0.3	-6	45	0.5	0.8	5.7	1	0.9	-5	-8
CC(C)C(NC(=O)c1ccc(S(=O)(=O)N2CCOCC2)cc1)c1nc2ccccc2[nH]1 (stereo unspecified)	-0.4	/	-6	0.4	1	1.2	-7	1	-5	-14
O=C(c1ccc(Cl)c(S(=O)(=O)N2CCOCC2)c1)N1CCCCC1	-0.3	-6	-5	0.1	/	0.1	-2	/	-4	-5
Nc1cc(-c2ccccc2)ccc1O	0.4	19	1	0.6	0.7	3.1	2	0.7	-7	11
COCC(=O)N(Cc1cc2ccccc2[nH]c1=O)c1ccccc1OC	0.2	-21	-8	-0.2	1	0.7	-4	0.9	-2	-11
CCC(C)(C)C1CCc2c(sc(NC(=O)c3ccoc3C)c2C(N)=O)C1 (stereo unspecified)	-0.1	/	-2	2.4	1	4.5	-7	0.9	-5	-7
COc1ccc(C(=O)NC(=S)NNC(=O)Cc2cccs2)cc1	-0.3	/	8	0.9	1.1	3.8	-8	1	-3	-3
CCOC(=O)CN(C(=O)Cn1nnc(-c2ccc(OC)cc2)n1)C(C(=O)NC1CCCC1)c1ccc(F)cc1 (stereo unspecified)	-0.4	/	1	2.3	0.9	1.0	-6	0.9	-2	-12
COc1ccc(C2CC(=O)OC3=C2C(=O)CC(C)(C)C3)c(OC)c1 (stereo unspecified)	-0.3	-15	-5	-0.1	1	1.1	-7	1.1	-4	-9
COC(=O)Cn1c(=NC(=O)c2ccc(S(=O)(=O)N3CCc4ccccc4C3)cc2)sc2cc(OC)ccc21	-0.1	13	87*	0.5	1	5.1	-1	1	0	-5
COc1ccccc1C1=NN(C(=S)Nc2ccccc2)C(c2ccco2)C1 (stereo unspecified)	0.2	/	21	3.0	0.8	4.8	-7	0.9	-3	-11
Cc1oc(CC(C)C)cc1C(=O)NCCCC(=O)O	0.0	-2	-5	0.0	/	1.0	-2	/	4	-5
OC(c1ccc(Cl)cc1)C(O)c1nc2ccccc2[nH]1 (stereo unspecified)	-0.1	/	3	-1.4	1	-1.1	2	1	-1	-1
Cn1cc(S(=O)(=O)N2CCC(C(N)=O)CC2)c(=O)n(C)c1=O	-0.1	-17	-6	0.1	1	1.7	-1	0.9	1	-1
COc1ccc(N/C=C/C(=O)c2sc(-c3ccccc3)nc2C)cc1	-0.2	/	-5	18	0.9	9.5*	11	0.9	1	10
CCOC(=O)c1cnc2ccccc2c1NCCc1ccc(OC)c(OC)c1	-0.5	/	23	1.2	0.9	0.8	0	0.9	1	-6
CCOc1ccc(Nc2nc(NCCN3CCOCC3)nc(OC)n2)cc1	-0.4	/	10	-0.1	0.9	1.1	-4	0.9	-6	1
COc1ccc(NC(=O)CSc2nnc(C)n2Cc2ccccc2)cc1	-0.4	/	0	1.2	1	-0.5	-4	1	-4	-3
NC(=O)c1cccnc1Nc1cccc([N+](=O)[O-])c1	0.3	0	-5	-0.8	0.9	2.2	0	0.9	1	-4
C/C(=N\NC(=S)NC1CCCCC1)c1ccc(OC(F)F)cc1OC(F)F	-0.4	8	-3	-0.1	0.9	1.4	-3	0.9	-8	-21
S=c1[nH]nc(-c2ccc3ncccc3c2)n1-c1ccc2c(c1)OCCO2	-0.2	1	91*	-1.2	1.1	2.2	7	1.1	-8	-9

Part of the list above, with two lines to a compound.
Screens in order – Hsp70 activator | S1P3 antag | L major viab | DTT redox prof | PMI act satM6P | RAM network inh | TNAP inh hiacc | PMI activator | HMGR II inh | TNAP inh no acc
> CC(C)C(NC(=O)c1ccc(S(=O)(=O)N2CCOCC2)cc1)c1nc2ccccc2[nH]1 (stereo unspecified)
  -0.4 | / | -6 | 0.4 | 1 | 1.2 | -7 | 1 | -5 | -14
> Cc1oc(CC(C)C)cc1C(=O)NCCCC(=O)O
  0.0 | -2 | -5 | 0.0 | / | 1.0 | -2 | / | 4 | -5

The results go on.
SMILES	Hsp70 activator	S1P3 antag	L major viab	DTT redox prof	PMI act satM6P	RAM network inh	TNAP inh hiacc	PMI activator	HMGR II inh	TNAP inh no acc
COC(=O)c1ccccc1NC(=O)COc1ccc(S(=O)(=O)N2CCCC2)cc1C	-0.3	4	-6	0.8	1	2.6	-2	0.9	1	-5
CC(NC(=S)NCCN1CCOCC1)C12CC3CC(CC(C3)C1)C2 (stereo unspecified)	0.3	-21	91*	-1.9	1.1	-0.1	-4	1.1	-9	-2
Cc1ccc(-c2csc(NC(=O)CSc3nc4ccccc4o3)n2)cc1	-0.5	-8	81*	-0.2	1.1	1.9	0	1.1	-4	-4
O=C(Cc1ccc(Cl)cc1)NNC(=O)c1cnccn1	-0.4	-2	-6	-0.4	0.8	1.6	-1	0.9	-2	-154
CCOC(=O)c1[nH]c(C)c(/C(O)=C2\C(=O)C(=O)N(CCN(C)C)C2c2cccc(OC)c2OC)c1C (stereo unspecified)	-0.2	-19	-6	1.8	1.3	-0.3	-9	1.4	-8	-5
COc1ccc(NC(=O)Nc2nnc(-c3ccccc3SCc3ccccc3)s2)cc1	-0.3	/	6	0.4	1	3.0	-3	1	-3	3
C/C(N)=C(\C#N)C(=O)NCCc1ccccn1	0.0	-14	0	3.2	1	-1.4	-3	0.9	1	-8
CC1CCC2C(=O)N(c3ccccc3OC(=O)c3ccccc3F)C(=O)C2C1 (stereo unspecified)	-0.4	-23	-2	-2.3	1	1.1	-2	1	-1	5
Cc1cc(NC(=O)CN2CCCCC2C)no1 (stereo unspecified)	0.0	/	-3	-4.4	1	0.9	1	0.9	-11	-6
O=c1nc(N2CCOCC2)ccn1Cc1ccc(Br)cc1	-0.5	14	0	1.3	0.9	0.3	-4	0.9	0	-8
COc1cccc(/C=N/NC(=O)C(=O)NCc2ccco2)c1O	-0.1	/	44	-8.0	1	0.9	-3	1.1	1	-47
COc1ccc(C(c2sc3nc(C)nn3c2O)N2CCC(O)CC2)cc1OC (stereo unspecified)	-0.4	-35	-7	0.2	1	2.0	-4	1	1	-2
O=C(CN(CC1CCCO1)C(=O)CCC(=O)Nc1ccccn1)NCC1CCCO1 (stereo unspecified)	-0.3	-24	-3	4.0	1	0.0	-6	1	-5	-7
CCN(CC)C(=O)CSc1nnc([C@@H](NC(=O)OC(C)(C)C)C(C)C)o1	0.0	5	-5	2.8	1	0.0	-6	1	2	-19
